Compound activity deposited in PubChem by Sanford-Burnham Center for Chemical Genomics.
PMI inhibitors – inhibitors of human PMI, primary screen, biochemical, fluorescence intensity, coupled assay (AID 1209) | Mannose-6-phosphate isomerase (Homo sapiens) | purified PMI enzyme, coupled fluorescence intensity; higher % means a stronger effect | inhibition, % at 20 µM; hits with a dose series show IC50 in µM | 190,000 compounds, 0.42% hits;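 note: plate controls were DMSO vehicle for no effect and wells lacking substrate for full effect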
PMI inhibition – human PMI inhibitors, high substrate, primary screen, biochemical, fluorescence intensity, high mannose 6-phosphate (AID 1220). Mannose-6-phosphate isomerase (Homo sapiens). recombinant PMI enzyme, coupled fluorescence intensity; higher % means a stronger effect. inhibition, % at 20 µM; hits with a dose series show IC50 in µM. 190,000 compounds, 0.66% hits
KOR beta-arrestin-1 – KOR agonists, beta-arrestin recruitment, primary screen, cell-based, luminescence, uHTS (AID 1777) | activation, % at 10 µM; hits with a dose series show EC50 in µM | 280,000 compounds, 0.02% hits | KOR beta-arrestin recruitment, luminescence; higher % means a stronger effect | Kappa-type opioid receptor (Homo sapiens); in the data active = activation above about 50%, passing the limit was not always enough; note: a part of the inactive calls stands beside numbers as strong as those of hits
NOD2 inhibition – NOD2 signaling inhibitors, cell-based, luminescence, uHTS, HEK293 (AID 1566); HEK293 NOD2/NF-kB luciferase reporter, luminescence; higher % means a stronger effect; inhibition, % at 4 µM, or EC50 in µM where a hit was titrated; 290,000 compounds, 0.63% hits; note: many of its hits are not listed in these tables
TNAP activation fold – human TNAP enzyme activators, primary screen, biochemical, luminescent, no phosphate acceptor, uHTS (AID 1001); activation fold at 20 µM, or EC50 in µM where a hit was titrated; 200,000 compounds, 0.03% hits; purified TNAP, luminescent activation assay, no phosphate acceptor; higher activation fold means a stronger effect; in the data active = activation fold from about 3, or a potency from the dose series; inactive = the rest, 99 in 100 with activation fold below about 1.6; note: many of its hits are not listed in these tables
KOR beta-arrestin-2 – KOR antagonists, beta-arrestin recruitment, cell-based, luminescence, uHTS (AID 1778); 290,000 compounds, 0.091% hits; Kappa-type opioid receptor (Homo sapiens); KOR beta-arrestin recruitment, luminescence, antagonist mode; higher % means a stronger effect; inhibition, % at 10 µM, or IC50 in µM where a hit was titrated; note: strong numbers were not always called active
XIAP displacement – XIAP antagonists, biochemical, IAP family, fluorescence polarization (AID 1018). E3 ubiquitin-protein ligase XIAP (Homo sapiens). XIAP BIR domain, fluorescence polarization peptide displacement; higher % means a stronger effect. displacement, % at 20 µM, or IC50 in µM where a hit was titrated. 200,000 compounds, 0.007% hits; in the data active = displacement above about 50%; note: a part of the inactive calls stands beside numbers as strong as those of hits
LYP inhibition – inhibitors of LYP phosphatase, biochemical, fluorescence intensity, uHTS (AID 1779); Tyrosine-protein phosphatase non-receptor type 22 (Homo sapiens); inhibition, % at 11.5 µM, or IC50 in µM where a hit was titrated; recombinant LYP phosphatase, fluorescence intensity; higher % means a stronger effect; 290,000 compounds, 0.054% hits;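 note: plate controls were vehicle with enzyme for no effect and no enzyme for full effect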
NOD1 NF-kB reporter – NOD1 signaling inhibitors, primary screen, cell-based, luminescence, uHTS (AID 1578); NOD1-driven NF-kB luciferase reporter cells, luminescence; higher % means a stronger effect; inhibition, % at 4 µM; hits with a dose series show EC50 in µM; 290,000 compounds, 1% hits; in the data active = inhibition mostly above about 36%, no sharp cut-off; inactive = mostly below about 34%;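 note: HEK-293T reporter cells stimulated with the NOD1 agonist gamma-tri-DAP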
Numbers without * were called inactive; [ ] = dose if it differs, or a comment. Cut-off read from the data, not from the text of the source, unless noted: active = inhibition above about 50%; inactive = the rest. These rows are one share of the data, so the mix of outcomes need not match the whole.

Cc1cccc(N(C)S(=O)(=O)c2csc(C(N)=O)c2)c1 was read as KOR beta-arrestin-1 1.6%, NOD2 inhibition -6%, KOR beta-arrestin-2 -23%, LYP inhibition -8% and NOD1 NF-kB reporter -2%.
`COCCNCC(=O)Nc1nc(C)cs1` gave PMI inhibitors 24%, PMI inhibition 4%, KOR beta-arrestin-1 -0.3%, NOD2 inhibition 12%, TNAP activation fold 1.1, KOR beta-arrestin-2 -25%, XIAP displacement -4.3%, LYP inhibition -3% and NOD1 NF-kB reporter -29%.
Screening COc1ccc2oc(=O)c(C(=O)NCc3ccc(F)cc3)cc2c1 returned KOR beta-arrestin-1 0.1%, NOD2 inhibition 9%, KOR beta-arrestin-2 14%, LYP inhibition -8% and NOD1 NF-kB reporter -17%.
Screening COc1cccc(/C=N/NC(=O)C(=O)NCc2ccco2)c1OC returned PMI inhibitors 19%, PMI inhibition 6%, KOR beta-arrestin-1 0.5%, NOD2 inhibition 7%, TNAP activation fold 1.1, KOR beta-arrestin-2 18%, XIAP displacement -7.4%, LYP inhibition -9% and NOD1 NF-kB reporter -17%.
C=CCn1c(SCC(=O)Nc2cc(C)ccc2C)nnc1-c1cnccn1 was read as PMI inhibitors 14%, PMI inhibition 10%, KOR beta-arrestin-1 4.6%, NOD2 inhibition 6%, TNAP activation fold 1.1, KOR beta-arrestin-2 3%, XIAP displacement -2.4%, LYP inhibition -9% and NOD1 NF-kB reporter -22%.
Cc1nc(C)c(-c2csc(NCc3ccccc3)n2)s1 was read as PMI inhibitors 3%, PMI inhibition 16%, KOR beta-arrestin-1 -0.6%, NOD2 inhibition 10%, TNAP activation fold 1.1, KOR beta-arrestin-2 -25%, XIAP displacement -5.9%, LYP inhibition -6% and NOD1 NF-kB reporter 5%.
`O=C(Nc1ccccc1C(=O)N1CCN(Cc2ccccc2)CC1)c1ccc(F)cc1` gave KOR beta-arrestin-1 4.3%, NOD2 inhibition 3%, KOR beta-arrestin-2 17%, LYP inhibition -7% and NOD1 NF-kB reporter -25%.
`CC(=O)c1ccc(NC(=O)CCOc2cc(C)ccc2C)cc1` gave KOR beta-arrestin-1 0.2%, NOD2 inhibition 4%, KOR beta-arrestin-2 -9%, LYP inhibition -9% and NOD1 NF-kB reporter -30%.
`Cc1cc(OCC(=O)N2CCOCC2)ccc1NC(=O)C1CCCCC1` gave PMI inhibitors -7%, PMI inhibition 2%, KOR beta-arrestin-1 7.9%, NOD2 inhibition 5%, TNAP activation fold 1.1, KOR beta-arrestin-2 -6%, XIAP displacement -1.4%, LYP inhibition -10% and NOD1 NF-kB reporter 13%.
`N/C(=N\OC(=O)COc1ccc([N+](=O)[O-])cc1)c1cccnc1` gave PMI inhibitors 5%, PMI inhibition 3%, KOR beta-arrestin-1 -1.5%, NOD2 inhibition -8%, TNAP activation fold 1.1, KOR beta-arrestin-2 -14%, XIAP displacement -2.0%, LYP inhibition 6% and NOD1 NF-kB reporter -25%.
CCc1c(C)nc2cc(-c3ccc(OC)cc3)[nH]n2c1=O was read as PMI inhibitors 4%, PMI inhibition 2%, KOR beta-arrestin-1 -0.2%, NOD2 inhibition -41%, TNAP activation fold 1, KOR beta-arrestin-2 3%, XIAP displacement -1.5%, LYP inhibition 1% and NOD1 NF-kB reporter 8%.
For COc1ccc(CC(=O)Nc2ccc(C(N)=O)cc2)cc1 the results were KOR beta-arrestin-1 -1.4%, NOD2 inhibition 4%, KOR beta-arrestin-2 26%, LYP inhibition -6% and NOD1 NF-kB reporter -8%.
O=C(NCC(c1ccco1)N1CCCCC1)c1ccc(OCc2ccccc2)cc1 (configuration not stated) was read as PMI inhibitors 2%, PMI inhibition 5%, KOR beta-arrestin-1 -1.7%, NOD2 inhibition -7%, TNAP activation fold 1.1, KOR beta-arrestin-2 -21%, XIAP displacement -3.6%, LYP inhibition -3% and NOD1 NF-kB reporter -17%.
`COc1ccc(/C=N/NC(=O)/C(=C/c2ccccc2)CCO)cc1` gave PMI inhibitors 12%, PMI inhibition 0%, KOR beta-arrestin-1 0.0%, NOD2 inhibition 1%, TNAP activation fold 1.2, KOR beta-arrestin-2 -11%, XIAP displacement -3.7%, LYP inhibition -7% and NOD1 NF-kB reporter -18%.
Cc1cc(N)nc2nc(C(F)(F)F)nn12 was read as PMI inhibitors -28%, PMI inhibition -19%, KOR beta-arrestin-1 8.3%, NOD2 inhibition 0%, TNAP activation fold 1, KOR beta-arrestin-2 -6%, XIAP displacement -11%, LYP inhibition 0% and NOD1 NF-kB reporter 13%.
Screening CN1CCN(CCCCC(=O)c2ccccc2)CC1 returned PMI inhibitors -9%, PMI inhibition -11%, KOR beta-arrestin-1 -2.4%, NOD2 inhibition 3%, TNAP activation fold 1.1, KOR beta-arrestin-2 -5%, XIAP displacement -4.9%, LYP inhibition -12% and NOD1 NF-kB reporter -6%.
O=C(Nc1nnc(CCc2ccccc2)s1)c1ccco1 was read as PMI inhibitors 10%, PMI inhibition 5%, KOR beta-arrestin-1 -2.6%, NOD2 inhibition -28%, TNAP activation fold 1, KOR beta-arrestin-2 -2%, XIAP displacement -6.8%, LYP inhibition -3% and NOD1 NF-kB reporter 24%.
CCOc1ccc(N2C(=O)CC(N3CCN(c4ccc(F)cc4)CC3)C2=O)cc1 (configuration not stated) was read as KOR beta-arrestin-1 -6.2%, NOD2 inhibition 8%, KOR beta-arrestin-2 13%, LYP inhibition -6% and NOD1 NF-kB reporter 30%.
Cc1ccccc1OC1C(=O)N(CC2CCCO2)C1c1ccc2c(c1)OCO2 (configuration not stated) was read as PMI inhibitors 14%, PMI inhibition 6%, NOD2 inhibition 14%, TNAP activation fold 1.1, KOR beta-arrestin-2 -20%[20 µM], XIAP displacement -8.3%, LYP inhibition -6% and NOD1 NF-kB reporter -3%.
`CC(C)(C)C(=O)/C(=C\c1ccc([N+](=O)[O-])cc1)n1cncn1` gave PMI inhibitors -2%, PMI inhibition 0%, KOR beta-arrestin-1 -1.3%, NOD2 inhibition 18%, TNAP activation fold 1.1, KOR beta-arrestin-2 37%, XIAP displacement 1.1%, LYP inhibition -1% and NOD1 NF-kB reporter -23%.
`COCC(=O)N(Cc1cc2cccc(C)c2[nH]c1=O)c1ccccc1` gave KOR beta-arrestin-1 -1.6%, NOD2 inhibition 6%, KOR beta-arrestin-2 9%, LYP inhibition -4% and NOD1 NF-kB reporter -19%.
Screening COc1ccc(S(=O)(=O)N2CCOC2CNC(=O)C(=O)NCCCN2CCOCC2)cc1OC (configuration not stated) returned KOR beta-arrestin-1 0.7%, NOD2 inhibition 8%, KOR beta-arrestin-2 33%, LYP inhibition -7% and NOD1 NF-kB reporter -10%.
Screening OCCC#Cc1c(-c2ccsc2)sc2ccccc12 returned KOR beta-arrestin-1 -2.4%, NOD2 inhibition -9%, KOR beta-arrestin-2 -22%[20 µM], LYP inhibition -3% and NOD1 NF-kB reporter -14%.
COc1ccc(-c2nc3ccc([N+](=O)[O-])cc3o2)cc1 was read as PMI inhibitors 0%, PMI inhibition 0%, KOR beta-arrestin-1 3.3%, NOD2 inhibition -98%, TNAP activation fold 1.1, KOR beta-arrestin-2 9%, XIAP displacement -4.4%, LYP inhibition -6% and NOD1 NF-kB reporter -72%.
COc1ccccc1C(=O)NCC(=O)OCc1ccc(Br)cc1 was read as PMI inhibitors 9%, PMI inhibition 6%, KOR beta-arrestin-1 -3.9%, NOD2 inhibition 4%, TNAP activation fold 1.1, KOR beta-arrestin-2 4%, XIAP displacement 0.4%, LYP inhibition -7% and NOD1 NF-kB reporter -22%.
For COc1ccc(S(=O)(=O)NCCc2ccco2)cc1OC the results were KOR beta-arrestin-1 -1.1%, NOD2 inhibition -14%, KOR beta-arrestin-2 -19%, LYP inhibition -13% and NOD1 NF-kB reporter -2%.
For COc1ccc(NC(=O)Nc2ccncc2)c(OC)c1 the results were PMI inhibitors 7%, PMI inhibition 5%, KOR beta-arrestin-1 -6.5%, NOD2 inhibition 17%, TNAP activation fold 1.1, KOR beta-arrestin-2 -6%[20 µM], XIAP displacement -3.1%, LYP inhibition -9% and NOD1 NF-kB reporter -10%.
`Cc1cccc(N(Cc2nnc3n2CCCCC3)C(=O)Nc2ccccc2)c1` gave PMI inhibitors 12%, PMI inhibition 15%, KOR beta-arrestin-1 2.4%, NOD2 inhibition 21%, TNAP activation fold 1.1, KOR beta-arrestin-2 2%, XIAP displacement 0.8%, LYP inhibition -6% and NOD1 NF-kB reporter 7%.
O=C(NCC(c1cccs1)N1CCOCC1)c1ccco1 (configuration not stated) was read as PMI inhibitors 10%, PMI inhibition 3%, KOR beta-arrestin-1 -4.3%, NOD2 inhibition 8%, TNAP activation fold 1, KOR beta-arrestin-2 19%, XIAP displacement -1.0%, LYP inhibition -3% and NOD1 NF-kB reporter 4%.
N#CCCOC1(C#CCN2CCCC2)CCCCC1 was read as KOR beta-arrestin-1 -4.2%, NOD2 inhibition 3%, KOR beta-arrestin-2 -4%, LYP inhibition -6% and NOD1 NF-kB reporter -5%.
For COc1ccc(NC(=O)c2ccccc2NC(=O)CSc2ccc(Cl)cc2)cc1 the results were PMI inhibitors 10%, PMI inhibition 6%, KOR beta-arrestin-1 -2.8%, NOD2 inhibition -38%, TNAP activation fold 1.1, KOR beta-arrestin-2 15%, XIAP displacement -2.5%, LYP inhibition -2% and NOD1 NF-kB reporter -33%.
Screening CN(C)c1ccc(/C=C/c2c([N+](=O)[O-])c(=O)n(C)c(=O)n2C)cc1 returned KOR beta-arrestin-1 -0.2%, NOD2 inhibition -8%, KOR beta-arrestin-2 7%, LYP inhibition -7% and NOD1 NF-kB reporter -9%.
CCCCC(=O)Nc1ncc(S(=O)(=O)c2ccc([N+](=O)[O-])cc2)s1 was read as KOR beta-arrestin-1 1.4%, NOD2 inhibition -4%, KOR beta-arrestin-2 -16%, LYP inhibition 2% and NOD1 NF-kB reporter -2%.

Arranged by count of non-hydrogen atoms (rising): part of the list above.
For COc1ccc(NC(=O)Nc2ccncc2)c(OC)c1 the results were PMI inhibitors 7%, PMI inhibition 5%, KOR beta-arrestin-1 -6.5%, NOD2 inhibition 17%, TNAP activation fold 1.1, KOR beta-arrestin-2 -6%[20 µM], XIAP displacement -3.1%, LYP inhibition -9% and NOD1 NF-kB reporter -10%.
CCCCC(=O)Nc1ncc(S(=O)(=O)c2ccc([N+](=O)[O-])cc2)s1 was read as KOR beta-arrestin-1 1.4%, NOD2 inhibition -4%, KOR beta-arrestin-2 -16%, LYP inhibition 2% and NOD1 NF-kB reporter -2%.
For COc1ccc(NC(=O)c2ccccc2NC(=O)CSc2ccc(Cl)cc2)cc1 the results were PMI inhibitors 10%, PMI inhibition 6%, KOR beta-arrestin-1 -2.8%, NOD2 inhibition -38%, TNAP activation fold 1.1, KOR beta-arrestin-2 15%, XIAP displacement -2.5%, LYP inhibition -2% and NOD1 NF-kB reporter -33%.
Screening COc1ccc(S(=O)(=O)N2CCOC2CNC(=O)C(=O)NCCCN2CCOCC2)cc1OC (configuration not stated) returned KOR beta-arrestin-1 0.7%, NOD2 inhibition 8%, KOR beta-arrestin-2 33%, LYP inhibition -7% and NOD1 NF-kB reporter -10%.
